# Screening data: PubChem, several laboratories
# DAGLB inh = blocks human DAGLB lipase activity; Q8NCG7; HEK293T DAGLB membrane lysate, EnzChek fluorogenic substrate; inhibition, % at 5.17 µM; hit rate 0.059% among 340,000; AID 504411; in the data active means inhibition above about 34%;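 further: 0% = enzyme with vehicle and 100% = wells lacking enzyme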
# Ecoli viability = reduces bacterial viability in AddAB counter-screen. AID 449728. hit rate 0.27% among 330,000. inhibition, % at 11.9 µM. E. coli V3065 growth, OD600 absorbance, 18 h;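 active means inhibition above the campaign's mean inhibition across all tested compounds plus 3 SD, cut at about 9.9% in these data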;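 further: uninfected addAB+ strain grown without phage in ampicillin broth; 0% = DMSO wells and 100% = ciprofloxacin 0.95 µg/ml wells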
# CDK5 p35 inh = CDK5/p35 (human) kinase inhibition | Q00535+Q15078 | Recombinant CDK5/p35, ADP-Glo luminescence, 60 min | inhibition, % at 10 µM | hit rate 0.01% among 330,000 | AID 488839;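 active means highest replicate inhibition of at least 50% and at least 75% of replicates reaching 50%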;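 further: plate controls were DMSO neutral control for no effect and GW8510 at 10 µM for full effect; many of its hits are not listed in these tables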
# Target sequence (Q00535 whole entry, looked up): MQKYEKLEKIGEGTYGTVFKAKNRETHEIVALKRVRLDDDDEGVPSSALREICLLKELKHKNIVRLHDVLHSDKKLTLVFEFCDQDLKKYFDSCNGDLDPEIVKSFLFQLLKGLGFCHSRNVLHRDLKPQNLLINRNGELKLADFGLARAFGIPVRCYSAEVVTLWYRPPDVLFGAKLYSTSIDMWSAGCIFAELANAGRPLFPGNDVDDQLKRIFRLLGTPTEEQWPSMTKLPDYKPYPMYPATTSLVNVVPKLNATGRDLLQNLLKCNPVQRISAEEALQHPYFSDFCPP
# Target sequence (Q15078 whole entry, looked up): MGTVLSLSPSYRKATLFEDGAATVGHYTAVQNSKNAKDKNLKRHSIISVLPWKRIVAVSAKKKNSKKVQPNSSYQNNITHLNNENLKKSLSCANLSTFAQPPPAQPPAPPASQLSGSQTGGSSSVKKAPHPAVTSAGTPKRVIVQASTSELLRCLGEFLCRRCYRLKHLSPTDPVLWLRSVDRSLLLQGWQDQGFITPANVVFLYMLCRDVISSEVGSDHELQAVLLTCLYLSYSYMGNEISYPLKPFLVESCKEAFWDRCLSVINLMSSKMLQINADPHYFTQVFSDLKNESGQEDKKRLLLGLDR
# AddAB inh = less growth of phage-infected E. coli with AddAB; AID 435030; E. coli expressing H. pylori AddAB, absorbance growth; hit rate 0.29% among 330,000; inhibition, % at 11.9 µM; in the data active means inhibition above about 12%;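 further: 0% = vehicle wells of infected cells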
# phage Ecoli inh = E. coli growth loss with phage present; growth absorbance; inhibition, % at 11.9 µM; hit rate 0.26% among 360,000; AID 651602; in the data active means inhibition above about 11%
# Tat transport = blocks Tat-dependent protein export in E. coli. E. coli MC4100 TorA-mCherry Tat export, fluorescence. inhibition, % at 10 µM. hit rate 0.036% among 340,000. AID 488895;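 active means mean replicate inhibition at least 50% and at least half of replicates individually reaching 50%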;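 further: exported cargo escapes ClpAP degradation while cytoplasmic cargo is degraded and loses fluorescence; 0% = median of neutral control wells and 100% = median of NaSCN control wells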
# HTR5A inv ag = counter-screen for OPRM1-OPRD1 inverse agonists: human HTR5A inverse agonism | HTR5A cell line, luminescence | inhibition, % at 9.3 µM | hit rate 0.083% among 340,000; in the data active means inhibition mostly above about 23%, no sharp cut-off; inactive means mostly below about 18%;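 further: 0% = cells with DMSO and 100% = no-cell wells with DMSO; some compounds called inactive have numbers as strong as hits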
# Target sequence (P47898 whole entry, looked up): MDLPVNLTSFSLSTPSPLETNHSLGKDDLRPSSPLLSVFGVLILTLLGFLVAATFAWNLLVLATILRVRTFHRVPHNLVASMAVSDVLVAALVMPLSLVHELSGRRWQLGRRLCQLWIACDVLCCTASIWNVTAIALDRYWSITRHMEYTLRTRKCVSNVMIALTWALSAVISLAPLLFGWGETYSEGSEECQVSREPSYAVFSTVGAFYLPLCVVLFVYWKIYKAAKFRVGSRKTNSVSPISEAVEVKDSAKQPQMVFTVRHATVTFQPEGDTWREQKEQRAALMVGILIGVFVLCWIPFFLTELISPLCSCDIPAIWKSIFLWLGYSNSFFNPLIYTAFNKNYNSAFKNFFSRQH
# PKA-R1A activ = activates the PKA-R1A holoenzyme complex. PKA-R1A dissociation, Cy5-IP20 fluorescence polarization; scaled: DMSO 0%, 113 µM cGMP 100%. hit rate 0.083% among 340,000. activation, % at 11.4 µM. AID 504707;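 active means percent activation above the mean of all tested compounds plus 3 SD, cut at about 19% in these data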;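 further: higher means more PKAc released from R1A so a rise in polarization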
# Mot1-301 SUMO = blocks SUMOylation pathway, rescuing yeast Mot1-301 growth | S. cerevisiae Mot1-301 growth rescue, ATP luminescence, 38.5C; percent above DMSO median, 100 means doubled | growth rescue, % at 18.8 µM | hit rate 1% among 320,000;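 active means every valid replicate shows activation above 250% relative to neutral control wells; inactive means the rest, any valid replicate at or below 250%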;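 further: OY570 slx delta 5 strain wells were the positive control but not used for scaling; some compounds called inactive have numbers as strong as hits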
# PKA-R2B activ = PKA-R2B complex activation | P22694+P31323 | PKA-R2B holoenzyme dissociation, Cy5-IP20 fluorescence polarization; R2B truncated from residue 108, S112A mutant; 0% DMSO only, 100% 113 µM cGMP | activation, % at 11.4 µM | hit rate 0.079% among 340,000 | AID 504700;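 active means activation above a cutoff set at the mean over all compounds plus 3 SD, cut at about 18% in these data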;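 further: higher means more holoenzyme dissociation and a rise in polarization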
# HTR5A ag ctr = counter-screen for OPRM1-OPRD1 agonists: human HTR5A agonism; P47898; HTR5A agonist assay, luminescence, cell-based; activation, % at 9.3 µM; hit rate 0.61% among 340,000; in the data active means activation mostly above about 9.5%, no sharp cut-off; inactive means mostly below about 7.6%;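 further: 0% = cells with vehicle only and 100% = reference agonist; strong numbers were not always called active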
# Numbers without * were called inactive; . = no result given.
# Second line of a record: DAGLB inh	Ecoli viability	CDK5 p35 inh	AddAB inh	phage Ecoli inh	Tat transport	HTR5A inv ag	PKA-R1A activ	Mot1-301 SUMO	PKA-R2B activ	HTR5A ag ctr
CCC(=O)c1ccc(OCC(=O)N(Cc2nnc(-c3ccccc3Cl)o2)C2CC2)cc1
→ -1	0.1	-0.5	1.4	0.0	0	11	-6	-7	-2	0
Cc1cccc(C(=O)O/N=C(\N)c2ccccn2)c1
→ -3	-3.5	9.2	3.9	-1.0	-10	-6	6	188	3	2
Cc1ccc(Cn2cccc(NC(=O)NCc3ccccc3)c2=O)cc1
→ -1	-0.2	0.2	-0.1	0.5	-1	7	1	-6	0	-3
Cc1cccc(C)c1OC(=O)Cc1ccccc1[N+](=O)[O-]
→ -4	0.3	0.6	-3.2	-0.6	2	-2	-12	7	-5	1
CC(C)Nc1ccc(-n2nc3ccccc3[n+]2[O-])cc1
→ 2	0.1	-0.1	-2.5	1.3	16	9	9	-11	-1	-2
CCCc1nn(C)c(C(=O)Nc2ccc(C)c(C)c2)c1Cl
→ -23	2.2	-2.0	2.2	2.1	-2	-26	-2	-1	-4	0
CC1C(=O)Nc2ccc(S(=O)(=O)N3CCN(c4cccc(C(F)(F)F)c4)CC3)cc2NC1=O (stereo unspecified)
→ -17	-2.7	2.3	0.7	0.6	-8	-44	-11	-2	-4	6
O=C(NCCc1ccccc1)C1CCN(C(=O)N2CCOc3ccccc32)CC1
→ 1	-0.1	-0.3	-1.6	1.9	-1	15	-12	17	-16	-4
COc1ccc(N(CC(=O)NCc2ccccc2)C(=O)Cn2nnc(-c3ccccc3F)n2)cc1OC
→ -3	-0.7	-0.4	2.8	2.8	1	-22	10	-10	-14	0
Cc1ccc(NC(=O)COC(=O)c2ccnn2C)cc1
→ 4	-1.6	-1.0	2.6	0.0	1	-3	-5	79	3	-1
O=C(O)c1ccc(N/N=C/c2cc3ccccc3nc2Cl)cc1
→ 2	-0.6	-0.3	1.1	0.6	1	4	-7	-7	-4	-2
Cc1nnc(NC(=O)C2CCCCC2)s1
→ 0	1.9	-15	0.2	3.0	0	-3	-10	-29	-1	1
NC12CC3CC(C1)CC(CO)(C3)O2
→ 1	3.0	-1.6	3.3	1.3	-4	1	-19	6	-3	0
Cc1ccc(-c2nn(-c3ccccc3)cc2C=C2C(=O)CC(C)(C)CC2=O)cc1
→ 8	-0.4	0.2	1.3	0.6	-2	-21	-4	-21	3	8
CCCNS(=O)(=O)c1ccc(CCC(=O)Nc2ccc3c(c2)OCO3)cc1
→ 1	0.3	0.5	-0.6	3.1	-14	-16	-11	6	4	5
O=C(CNS(=O)(=O)c1ccccc1F)Nc1ccc(N2CCOCC2)cc1
→ 1	1.2	-0.9	0.5	1.5	5	2	-2	21	-16	-1
C#CCN(CC=C)C(=O)c1ccc(OC2CCN(S(=O)(=O)N(C)C)CC2)cc1
→ -1	0.3	-1.7	3.0	4.5	-2	-2	-1	-19	8	0
CN(C)C(=O)CCc1ccc2c3c([nH]c2c1)[C@]1(CCC2CCCC2)[C@@H](C(=O)N2CCOCC2)C[C@H](CC(=O)NCc2ccco2)C(=O)N1CC3
→ 2	-0.7	0.4	2.5	2.3	8	-5	3	.	-3	1
Cc1ccc2c(CC(=O)N3CCc4ccccc43)coc2c1
→ -5	-2.2	0.8	-0.1	0.3	7	3	-3	-11	-8	1
Nc1ncnc2c1ncn2[C@@H]1O[C@H](CNS(=O)(=O)c2cc(S(=O)(=O)c3ccccc3)cs2)[C@@H](O)[C@H]1O
→ -2	2.3	0.3	3.3	2.8	-3	-2	-3	.	0	1
Cn1c(SCC(=O)N2CCCc3ccccc32)nnc1-c1cccs1
→ 0	-0.4	1.0	-0.8	0.6	-7	-7	-14	7	-8	-1
COc1cc(/C=C/C(=O)Nc2ccc(S(=O)(=O)Nc3onc(C)c3C)cc2)cc(OC)c1OC
→ 4	.	-3.4	.	-0.1	-4	10	-3	.	-6	-3
COc1ccccc1CC(=O)NC(=O)c1ccccc1O
→ -1	0.7	1.3	2.1	2.9	-8	-7	5	88	10	2
CCN(Cc1ccccc1)S(=O)(=O)c1ccc(S(=O)(=O)N(Cc2cccc(OC)c2)CC2CCCO2)cc1 (stereo unspecified)
→ -20	1.2	-1.2	-0.4	3.1	3	-6	-14	12	-15	2
CC(C)CN1C(=O)N(c2ccc(Cl)cc2)C(C)(O)CC1(C)C (stereo unspecified)
→ -9	-0.6	0.7	-0.3	1.7	-4	-5	-2	-4	0	1
COC(=O)C1=C(C)N=C2SCCC(=O)N2C1c1cccs1 (stereo unspecified)
→ 3	0.3	1.6	1.3	2.6	0	-24	-5	-15	-2	-1
O=C(CN1CCCCC1)n1c2ccccc2c2ccccc21
→ -5	0.8	-0.9	0.6	0.5	4	-63	-11	-11	-8	24*
O=C(Nc1ccc(-c2nnc3n2CCCCC3)cc1)c1cc2ccccc2o1
→ 1	-1.3	1.1	-0.8	4.7	2	13	-10	207	-2	-5
COc1ccc([N+](=O)[O-])cc1NC(=O)Cc1ccc(Cl)cc1
→ 0	0.5	2.4	3.2	1.2	1	13	-17	13	-2	-4
CC1CC(C(F)F)n2nc(C(=O)O)cc2N1 (stereo unspecified)
→ -3	2.5	-0.7	0.6	1.6	7	-4	-9	-8	-17	-1
COc1ccc(C=NNc2nc3c([nH]2)c(=O)n(C)c(=O)n3C)cc1
→ 3	.	0.2	.	2.7	11	18	-3	.	-5	-5
CCn1cc([N+](=O)[O-])nc1C
→ 2	-2.7	0.1	1.5	4.0	6	-6	-13	-17	-3	-3
O=C1N[C@@H](Cc2ccccc2)COC(=O)[C@H](Cc2ccc(F)cc2)C/C=C\C[C@H]1CC(=O)N(CCO)Cc1ccccc1
→ 0	-4.7	0.7	-0.3	-1.6	6	11	0	-16	2	-3
CC(=O)Nc1c(Cl)cc2c(c1Cl)C(=O)c1ccccc1-2
→ 0	.	0.3	.	2.1	-6	-10	6	.	-8	3
O=C(c1noc2c1CCCC2)N1CCCCC1
→ 1	-3.2	-1.5	-1.3	1.3	16	-15	-3	-4	-5	3
Cc1cccc(N2CCN(C(=O)c3ccncc3)CC2C)c1 (stereo unspecified)
→ 2	-0.8	3.3	-2.8	-0.3	-1	22	0	0	1	1
Cc1onc(-c2ccccc2Cl)c1C(=O)Nc1ccccc1
→ -4	1.1	1.0	0.1	0.7	10	7	5	6	0	1
CCOc1ccc(S(=O)(=O)N2CCCCC2)cc1NC(=O)CSCc1c(C)noc1C
→ 0	0.2	-0.6	1.0	1.1	-1	21	-16	224	-8	1
COc1cc(C(=O)NCC(=O)OCC(=O)c2cccc3ccccc23)cc(OC)c1OC
→ 2	-1.3	1.1	7.2	1.5	-1	-16	-12	6	-2	2
O=C(O)COc1ccccc1C=NNC(=O)c1ccc(NS(=O)(=O)c2cccs2)cc1
→ -1	-0.3	0.2	2.7	0.0	-1	-13	-6	8	-3	5
C=CCNC(=O)c1onc(CSc2cccc(C)c2)c1C(=O)O
→ 3	3.6	1.1	3.4	1.8	-1	-54	-2	775*	0	-4
O=[N+]([O-])c1ccccc1/C=C/CN1CCC(O)CC1
→ -2	.	0.0	.	1.2	-6	-1	0	-6	-3	0
CN(Cc1ccc2nonc2c1)Cc1nc(CC2CC2)no1
→ -3	1.4	3.2	2.4	2.6	-4	-10	3	5	1	4
Cc1cc(-c2nc3ccccc3s2)ccc1N
→ 2	.	-0.8	.	-0.7	2	-2	-2	.	-3	0
Cc1cc(NC(=O)CSc2nc3cc4c(cc3c(=O)n2CCc2ccccc2)OCO4)no1
→ -1	2.5	0.7	1.6	1.9	-4	-12	-13	-7	-5	2
Nc1nc(N)nc(-c2cccc(Br)c2)n1
→ 0	.	1.3	.	5.3	6	-2	-2	.	-24	0
N#CCC(=O)N/N=C/c1ccc(N2N=C(c3ccccc3)CC2c2ccccc2)cc1 (stereo unspecified)
→ 3	-0.1	0.2	2.1	2.9	4	-27	-5	15	-7	9
CC(=O)Oc1cccc(NC(=O)c2cccc(C(=O)Nc3cccc(OC(C)=O)c3)c2)c1
→ -4	-0.7	-4.6	-0.5	0.5	19	-4	6	-8	-4	-6
COc1ccc(C(=O)N2CCN(C(=O)c3ccc(-c4ccccc4)cc3)CC2)cc1OC
→ 2	-0.4	0.1	-0.5	5.0	2	-9	-2	153	-5	3
CCNc1nc(NCC)nc(OCC(=O)O)n1
→ -1	-0.3	0.9	1.4	2.0	2	-17	-10	2	0	1

# Carrying on.
# Second line of a record: DAGLB inh	Ecoli viability	CDK5 p35 inh	AddAB inh	phage Ecoli inh	Tat transport	HTR5A inv ag	PKA-R1A activ	Mot1-301 SUMO	PKA-R2B activ	HTR5A ag ctr
CNC(=O)c1csc(Cc2c(Cl)sc3ccc(Cl)cc23)n1
→ -2	-0.3	1.8	0.9	-0.8	2	7	7	-12	8	8
Cc1c(NC(=O)C2CCCN2S(=O)(=O)c2cccc3nsnc23)cccc1C(=O)O (stereo unspecified)
→ 0	1.0	1.0	2.2	1.8	14	-6	-6	6	-10	2
CCCCC(=O)Nc1ccc(C(=O)N2CCN(C)CC2)cc1
→ 1	-0.9	0.5	-1.4	4.0	-2	-24	-5	1	3	4
CCN1CCN(C(=O)/C=C/c2ccc(OC)cc2)CC1
→ 1	0.8	-0.5	0.9	0.9	6	-8	-6	188	0	2
COc1ccc(CN(C)C(=O)c2ccc(Oc3ccccc3)cc2)cc1F
→ -6	0.9	0.2	3.4	0.6	4	-30	-6	-5	7	3
COc1cc(/C=C2\CCC(C3CCCC3)C2=O)ccc1OC(C)C (stereo unspecified)
→ 0	0.6	-1.0	-0.5	1.8	-5	6	-6	-2	-2	-1
COC(=O)c1ccccc1NC(=O)CSCC(=O)Nc1ccc(F)cc1
→ -4	-0.4	-1.0	0.6	.	1	-20	-6	-6	-2	10
CCOC(=O)C1=C(c2ccccc2)NC(=S)NC1c1cc([N+](=O)[O-])ccc1OC (stereo unspecified)
→ 0	0.5	1.8	2.5	-0.1	3	-9	-2	80	-9	1
Cc1ccc(-n2c(C)n[nH]c2=S)cc1
→ -3	-0.7	-10	1.4	4.6	23	-3	-7	0	-4	1
O=C1C(=O)N(CCO)C(c2cccc(F)c2)/C1=C(\O)c1ccc(Cl)cc1 (stereo unspecified)
→ 3	-0.6	-0.4	3.8	0.7	1	-2	-9	36	-8	1
COc1cccc(CNC(=O)CN2C(=O)CSc3ccc(S(=O)(=O)N4CCOCC4)cc32)c1
→ -2	1.5	.	2.7	1.3	-4	-27	0	311	-6	-5
Cc1ccc(NC(=O)COC(=O)c2ccc([N+](=O)[O-])o2)cc1S(=O)(=O)N1CCCCC1
→ -1	-0.8	-9.6	2.2	-1.6	-5	-10	1	24	-2	4
CCc1nc2scc(-c3ccccc3)c2c(=O)n1N
→ -4	1.4	1.3	3.7	1.1	3	-8	2	.	6	2
CCOC(=O)COc1ccc2c(C)cc(=O)oc2c1C(=O)c1ccccc1
→ -3	-1.2	-4.6	1.5	2.4	2	-21	-6	-18	-3	-1
